Screening results: PubChem BioAssay, several laboratories
Large T inhibition = TAg ATPase/helicase activity blockers – biochemical (AID 1903); inhibition, % at 20 µM; hits with a dose series show IC50 in µM; 0.39% of 310,000 active; SV40 large T antigen ATPase/helicase inhibition assay; higher % means a stronger effect; in the data active means a potency from the dose series; inconclusive means inhibition mostly from about 32% at the one dose, without a potency; inactive means the rest, 99 in 100 with inhibition below about 32%; further: strong numbers were not always called active
T cell HTS = modulates CD8 T cell binding to vesicles; AID 2052; 0.068% of 330,000 active; calls only at 7 µM; 2C CD8+ T cell-vesicle binding, flow cytometry; active compounds read low;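 active means response, share of CD8 T cells binding vesicles, and their 90th percentile fluorescence all below set limits, cut at about 80% in these data, passing the limit was not always enough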
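material = purified 2C TCR transgenic mouse naive CD8+ T cells | controls = Unloaded micro-vesicles (low), QL9 vesicles with 0.7% DMSO (high) | detection = cytometric PE anti-B7-1 and Alexa647 anti-CD8 signals after 1% paraformaldehyde fixation | incubation = binding step 1.5 h, 37 °C, antibody labelling 20 min, ice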
GPR55 activation = selective activators of receptor GPR55 – imaging, U2OS cells, beta-arrestin-GFP redistribution, primary screen (AID 1961); 0.048% of 290,000 active; U2OS GPR55 beta-arrestin-GFP redistribution imaging; higher % means a stronger effect; activation, % at 10 µM; hits with a dose series show EC50 in µM;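 active means activation above 40% with more than 50 cells counted in the well; inconclusive means wells holding fewer than 50 cells, flagged as toxic or sparse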;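 further: U2OS osteosarcoma cells stably expressing GPR55 and beta-arrestin-GFP; plate controls were DMSO negative control for no effect and LPI positive control for full effect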
Hep lipid drop = hepatic lipid droplet formation modulation. AML12 mouse hepatocytes, oleate lipid droplets, BODIPY imaging. inhibition, % at 6.5 µM. 0.4% of 240,000 active;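 active means lipid droplet intensity inhibited by at least 50%, with more than 500 cells counted; inconclusive means wells with under 300 cells, treated as cytotoxic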
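Material – mouse AML12 hepatocyte cell line, fixed after treatment · Compound dosing – one dose, 6.5 µM compound · Times – compound with oleate, overnight · Measured by – Image-based BODIPY and DAPI two-channel analysis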
GPR35 arrestin U2OS = inhibition of zaprinast-stimulated GPR35 beta-arrestin translocation – imaging, U2OS, beta-arrestin-GFP, zaprinast agonist, primary screen (AID 2058). U2OS GPR35 beta-arrestin-GFP translocation imaging, zaprinast antagonism; higher % means a stronger effect. inhibition, % at 10 µM; hits with a dose series show IC50 in µM. 0.052% of 290,000 active;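 active means inhibition of at least 50% with at least 30 cells and total cytoplasm GFP at most 10,000,000; inconclusive means under 30 cells or total GFP of 10,000,000 plus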
NTR1 ag = NTR1-driven beta-arrestin-GFP spot formation – imaging, U2OS cells, high content, primary screen (AID 493036). P30989. agonist mode. activation, % at 20 µM. 0.17% of 330,000 active;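 active means activation at or above 40% of the spot to cytoplasm intensity ratio, with at least 20 cells analyzed; inconclusive means wells under 20 cells, flagged as cytotoxic or low count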;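 further: 0% = DMSO without peptide and 100% = 100 nM NTR1 peptide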
Target sequence (P30989 whole entry, looked up): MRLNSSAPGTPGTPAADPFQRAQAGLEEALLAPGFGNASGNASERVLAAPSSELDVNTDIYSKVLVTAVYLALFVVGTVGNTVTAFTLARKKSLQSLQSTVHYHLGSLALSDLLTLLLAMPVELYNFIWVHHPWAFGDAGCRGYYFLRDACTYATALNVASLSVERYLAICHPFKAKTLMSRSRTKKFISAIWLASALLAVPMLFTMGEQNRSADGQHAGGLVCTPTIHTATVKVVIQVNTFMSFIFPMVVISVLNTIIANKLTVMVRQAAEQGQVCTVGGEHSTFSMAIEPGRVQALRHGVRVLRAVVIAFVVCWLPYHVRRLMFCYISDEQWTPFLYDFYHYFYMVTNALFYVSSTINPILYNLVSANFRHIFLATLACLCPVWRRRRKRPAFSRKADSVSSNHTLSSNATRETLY
Rac1 GTP hydrolysis = MgcRacGAP GTPase-activating activity inhibitors, confirmation, biochemical, ADP Hunter fluorescence; 0.6% of 340,000 active; AID 624330; inhibition, % at 30 µM; hits with a dose series show IC50 in µM; MgcRacGAP-stimulated Rac1 GTP hydrolysis, ADP Hunter fluorescence; higher % means a stronger effect; GST-tagged Rac1 F28L mutant substrate;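 active means first-screen hits whose inhibition reached a set limit at any dose in the follow-up dose series; inconclusive means inhibition above the set first-screen limit but never retested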;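 further: fluorescence reports GDP produced by GAP-driven GTP hydrolysis; strong numbers were not always called active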
LYP phosphatase = PTPN22 lymphoid phosphatase activity blockers – biochemical, fluorescence intensity, uHTS (AID 1779); recombinant LYP phosphatase, fluorescence intensity; higher % means a stronger effect; inhibition, % at 11.5 µM, or IC50 in µM where a hit was titrated; 0.054% of 290,000 active; in the data active means inhibition above about 50%;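 further: plate controls were vehicle with enzyme for no effect and no enzyme for full effect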
GPR55 LPI antagonism = GPR55 antagonists blocking LPI-driven arrestin recruitment, primary screen, imaging, U2OS, beta-arrestin-GFP, LPI agonist (AID 2013) | U2OS GPR55 beta-arrestin-GFP translocation imaging, LPI antagonism; higher % means a stronger effect | inhibition, % at 10 µM; hits with a dose series show IC50 in µM | 0.13% of 290,000 active;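 active means spots per cell inhibited over 60%, with over 100 cells counted and total cytoplasm intensity under 500,000; inconclusive means wells with under 100 cells, flagged as likely toxic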;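 further: U2OS cells stably carrying GPR55 and arrestin-GFP stimulated by 5 µM LPI near EC80; imaged beta-arrestin-GFP aggregate spots per cell after agonist stimulation; plate controls were LPI-stimulated DMSO wells for no effect and DMSO wells without LPI for full effect; some results filed as inactive read as strong as hits; confirmed hits need IC50 under 10 µM and bright autofluorescent wells are also inconclusive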
Hep lipid drop cells 6.5 µM = second read-out of Hep lipid drop, no call of its own (marks repeat the call); cell count; measured here: cell count, cytotoxicity flag;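 cells counted across two imaged fields per well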
T cell HTS vesicle-bound % = recorded beside T cell HTS, whose call it bears; double positive events, %; measured here: CD8+ vesicle-bound cell fraction;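 binding gate set so that unloaded-vesicle control wells show 10% double positive cells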
NTR1 ag cell count 20 µM = second read-out of NTR1 ag, no call of its own (marks repeat the call); cell count; measured here: cell count, cytotoxicity flag
* = called active by the depositor; i = inactive; ? = inconclusive; . = no result given; & = joins results of further samples.

SMILES	Large T inhibition	T cell HTS	T cell HTS vesicle-bound %	GPR55 activation	Hep lipid drop	Hep lipid drop cells 6.5 µM	GPR35 arrestin U2OS	NTR1 ag	NTR1 ag cell count 20 µM	Rac1 GTP hydrolysis	LYP phosphatase	GPR55 LPI antagonism
Cc1ccc(NC(=O)CSc2nn(-c3ccccc3)c(=S)s2)cc1S(=O)(=O)N(C)C	-3%	i	34	0.2%	-4	555	-2%	4.5	60	2%	6%	2%
C/C=C/c1ccc(OCCCCN2C(=O)NC(C)(C)C2=O)c(OC)c1	2%	i	20	-0.1%	-12	747	-4%	-0.6	54	-14%	-1%	-6%
CC(C)C(NC(=O)c1ccccc1F)C(=O)Nc1nccs1 (stereo not given)	6%	i	9	-0.6%	10	751	-13%	-1.0	38	3%	-8%	9%
O=C(CSc1nnnn1-c1ccc(F)cc1)Nc1ccccc1F	11%	i	56	-0.2%	9	833	3%	0.2	65	9%	-5%	12%
CCOC(=O)c1sc(C)c2c(=O)n(Cc3ccc(Cl)cc3)c(C)nc12	3%	i	11	0.0%	.	.	0%	1.5	91	4%	-2%	2%
CCc1ccc(NC(=O)C2CCCN(S(=O)(=O)c3c(C)[nH]c(=O)[nH]c3=O)C2)cc1 (stereo not given)	5%	i	48	0.5%	-5	710	-3%	1.4	47	-6%	-5%	-8%
CCCc1cc(=O)oc2cc(OCC(=O)OC)cc(OCC(=O)OC)c12	-6%	.	.	-0.2%	1	753	-11%	.	.	.	-8%	0%
CN(C)/C=C1\C(=O)ON=C1c1ccccc1	3%	i	31	0.7%	-13	672	-10%	2.1	86	12%	-2%	-1%
CC(C)(C)c1ccc(-n2ncc3c2CCCC3NC(=O)c2cnccn2)cc1 (stereo not given)	8%	i	20	-0.1%	0	680	7%	6.1	46	-16%	-5%	-16%
COc1cc(OC)cc(C(=O)NC(=S)Nc2ccc3c4c(cccc24)CC3)c1	1%	i	20	0.9%	-10	670	28%	5.5	58	11%	4%	1%
O=C(O)CCNc1ccc2c(c1)OCCO2	27%	i	44	0.1%	13	747	12%	0.8	55	19%	-6%	-2%
S=c1[nH]nc(-c2ccccc2)n1/N=C/c1ccc(-c2ccccc2Cl)o1	0%	i	28	-0.1%	6	692	7%	20	74	13%	7%	2%
O=C1CC(SCc2nc3ccccc3[nH]2)C(=O)N1c1ccc(Cl)cc1 (stereo not given)	13%	i	49	0.0%	.	.	-1%	0.0	82	12%	-4%	12%
COc1ccc(Cc2nnc(SCC(=O)NC3(C#N)CCCCC3)n2N)cc1	4%	i	12	.	.	.	.	-0.9	56	4%	.	.
Cc1ccc(CN2CCN(C(=O)C3CCC3)CC2)cc1	-1%	i	49	0.2%	2	741	-8%	2.9	88	3%	3%	-4%
Cc1ccc(S(=O)(=O)N(CC(=O)NCCSc2ccccn2)c2cc(C)cc(C)c2)cc1	1%	i	38	0.3%	.	.	-7%	1.3	49	8%	-2%	-8%
COCCNC(=O)C(OC(=O)CC1Sc2ccccc2NC1=O)c1ccncc1 (stereo not given)	8%	i	30	-0.1%	12	698	-11%	-0.3	32	6%	-11%	1%
CCc1ccc(NC(=O)CCn2nc(C)c(S(=O)(=O)N3CCCCC3)c2C)cc1	23%	i	3	-0.2%	-4	713	6%	1.9	75	10%	-12%	6%
COc1cc(NS(=O)(=O)c2ccc(NC(=O)c3cccs3)cc2)nc(OC)n1	1%	i	18	-0.1%	-13	808	-7%	-0.4	57	7%	-2%	-3%
Nc1nc(Cl)nc2c1ncn2[C@H]1C[C@H](O)[C@@H](CO)O1	14%&-1%&5%	i	36	-0.1%&-0.5%	-76&-41	518&472	2%&-28%	-0.4	66	4%	-7%&-3%	6%&-21%
CCc1nccn1S(=O)(=O)c1cc(OC)c(Cl)cc1OC	13%	i	30	-0.2%	4	678	-2%	-0.7	46	6%	-2%	5%
C#CCNC(=O)C1=C[C@H](C2CC2)C[C@H](OCCCCO)O1	4%	i	22	0.5%	4	695	-18%	2.8	89	10%	-6%	17%
Cc1ccc(C(=O)COc2ccccc2-c2ccccc2)cc1C	26%	i	22	-0.3%	-20	684	1%	1.6	73	6%	-3%	3%
COCC(C)n1c(C)cc(C(=O)COC(=O)c2nc3nc(C)cc(C)n3n2)c1C (stereo not given)	2%	i	40	-0.3%	.	.	-1%	-2.2	37	8%	-2%	-5%
O=C(Oc1ccc(N2C(=O)CCC2=O)cc1)c1ccccc1Cl	1%	i	4	-0.1%	-20	704	8%	0.2	41	8%	6%	8%
Other entries.
SMILES	Large T inhibition	T cell HTS	T cell HTS vesicle-bound %	GPR55 activation	Hep lipid drop	Hep lipid drop cells 6.5 µM	GPR35 arrestin U2OS	NTR1 ag	NTR1 ag cell count 20 µM	Rac1 GTP hydrolysis	LYP phosphatase	GPR55 LPI antagonism
Cc1cccc(OCc2nnc(SCC(=O)NCCc3ccccc3)o2)c1	9%	i	48	0.4%	.	.	0%	-0.2	49	4%	-8%	-8%
CN1C(=O)/C(=C/c2ccc(O)c([N+](=O)[O-])c2)NC1=S	?	i	42	0.2%	0	698	-2%	-0.7	53	5%	-2%	-2%
Cc1cc(S(=O)(=O)Nc2cccc([N+](=O)[O-])c2)c(C)s1	4%	i	43	-0.3%	11	770	-9%	1.6	103	6%	-5%	5%
CC1CCCCC1NC(=O)C1CCN(S(=O)(=O)N2CCCCCC2)CC1 (stereo not given)	20%	i	2	-0.2%	.	.	11%	-0.5	91	-2%	-6%	-10%
CN1CCN(C(=O)C2CCN(S(=O)(=O)c3ccc4c(c3)oc(=O)n4C)CC2)CC1	0%	i	28	0.6%	9	585	22%	-1.7	82	-5%	-3%	8%
O=C(NCC(c1ccco1)N1CCc2ccccc2C1)c1cccc(F)c1 (stereo not given)	11%	i	44	.	.	.	.	1.7	61	5%	.	.
CCn1c(CC(=O)Nc2ccc(C)c(Cl)c2)nnc1SCC(=O)Nc1nc(C)cs1	12%	i	12	-0.1%	-7	758	-13%	1.4	77	-4%	-1%	6%
Cc1ccccc1OCCC(=O)OCC(=O)NCCNC(=O)COC(=O)CCOc1ccccc1C	12%	i	15	.	.	.	.	3.8	55	3%	.	.
N#CNC(=Nc1ccc(Cl)cc1)Oc1ccccc1	9%	i	58	-0.2%	19	677	0%	0.0	37	8%	-2%	2%
O=C(C(=O)N1CCOCC1)c1cn(CC(=O)N2CCCCC2)c2ccccc12	5%	i	58	-0.1%	-7	581	-11%	-0.9	52	6%	1%	13%
CCOC(=O)C(NC(C)=O)C(O)c1ccc([N+](=O)[O-])cc1 (stereo not given)	10%	i	62	0.4%	2	700	-14%	-0.6	43	3%	3%	0%
CN1C2CCC1CC(NC(=O)CSc1ccc(Cl)cc1)C2 (stereo not given)	-1%	i	28	-0.1%	-9	665	1%	0.4	45	14%	-7%	12%
Cc1onc(-c2ccncc2)c1C(=O)O	9%	i	26	0.2%	.	.	7%	-1.6	42	12%	-5%	18%
COc1ccccc1-c1cn[nH]c1-c1ccc(OCc2ccc(F)cc2)cc1O	13%	i	28	-0.3%	0	722	-9%	40*	74*	8%	8%	1%
CCN(CC)C(=O)C1CCN(S(=O)(=O)c2ccc3c(c2)CCCN3C(=O)C2CCC2)CC1	9%	i	14	-0.1%	-4	768	-4%	0.1	57	5%	1%	12%
COc1ccc(/C(N)=N/OC(=O)Oc2ccccc2)cc1	17%	i	31	-0.1%	18	812	-1%	-5.2	71	4%	-6%	-22%
CCOC(=O)c1nccnc1C(=O)Nc1ccc(C(F)(F)F)cc1	-1%	i	53	0.2%	-9	742	-11%	-0.8	50	7%	-6%	-11%
N#CC1(C#N)CC(C=O)=C(N)C1(C#N)CC(=O)c1ccc(F)cc1 (stereo not given)	15%	i	44	-0.1%	.	.	-13%	-0.1	56	-3%	0%	1%
CCOC(=O)c1c(/N=C/N(C)C)sc2c1CCC2	14%	i	43	0.2%	24	664	-1%	5.6	49	12%	3%	-2%
c1ccc(C2=NC(c3ccccc3)N=C(c3ccccc3)N2)cc1	22%	i	40	0.3%	-1	721	-10%	-0.9	32	11%	0%	-5%
O=C(CO/N=C/c1ccccc1O)N1CCc2ccccc21	2%	i	28	-0.4%	8	644	4%	0.9	46	3%	-3%	6%
C/C(=N\NC(=S)NCCc1ccccc1)c1cccc(Br)c1	15%	i	48	-0.2%	-16	657	-5%	6.6	38	7%	7%	3%
Cc1ccc(N/C=C2\CCCCC2=O)nc1	17%	i	62	-0.3%	0	670	4%	-0.4	65	-4%	0%	1%
O=C(c1ccc(Cl)c(F)c1F)N1CCOCC1	32%	i	26	-0.1%	15	775	16%	1.8	69	9%	-6%	28%
O=C(Nc1cc(Cl)ccc1Cl)C1CC(=O)N(c2ccccc2)C1 (stereo not given)	6%	i	57	-0.3%	-6	650	-2%	-0.4	55	2%	-11%	13%
Remaining list, next part.
SMILES	Large T inhibition	T cell HTS	T cell HTS vesicle-bound %	GPR55 activation	Hep lipid drop	Hep lipid drop cells 6.5 µM	GPR35 arrestin U2OS	NTR1 ag	NTR1 ag cell count 20 µM	Rac1 GTP hydrolysis	LYP phosphatase	GPR55 LPI antagonism
CCOC(=O)c1c(N)sc(C(=O)N2CCCC2)c1C	8%	i	49	0.3%	0	697	-8%	-0.5	39	4%	-2%	-2%
S=c1[nH]nc(-c2ccco2)n1/N=C/C=C/c1ccco1	?	i	46	-0.4%	18	648	-13%	4.2	39	?	14%	1%
Cc1cc(C)c2c(=O)c(/C=C3\NC(=S)NC3=O)coc2c1	13%	i	58	-0.1%	-9	741	-1%	-1.0	74	.	-11%	7%
CCC(=O)c1ccc(OCC(=O)OCC(=O)NC2CCCC2)cc1	0%	i	24	.	.	.	.	0.3	46	0%	.	.
COC(=O)c1ccccc1NC(=O)c1cc(-c2ccc(C)cc2)on1	-4%	i	47	-0.1%	12	799	-4%	1.2	80	-6%	-5%	-2%
CC(=O)c1ccc(NC(=O)CCCCCn2nnc3ccccc3c2=O)cc1	10%	i	31	-0.1%	.	.	18%	0.0	92	7%	-4%	1%
